From PubChem
HSP90 inh: HSP90 refolding inhibition in rabbit reticulocyte lysate; luciferase refolding luminescence, 3 h; inhibition, % at 5.6 µM; 290,000 compounds, 0.91% hits; AID 1789;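 active means inhibition above the screen-wide mean plus 3 SD, computed separately per campaign, cut at about 16% in these data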;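 further: 0% = DMSO wells and 100% = 60 µM geldanamycin wells; inhibitors lower the luminescence because luciferase stays unfolded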
HSF1 inhib: HSF1 inhibition; AID 2098; 300,000 compounds, 0.77% hits; NIH3T3-HGL HSE-luciferase, MG132-induced, luminescence 8 h; hits give low values; activity change, negative = inhibition, % at 7.5 µM (by protocol);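 active means more than half of replicate wells show activity change below -50%, luminescence cut by over half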;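 further: luciferase reports HSF-1 transcriptional activity via heat shock element; 0% = median of DMSO wells and -100% = zero luminescence signal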
GSK3beta inhib: blocks human GSK3beta kinase activity; P49841; GST-GSK3beta kinase, ADP-Glo luminescence, 60 min; hits give low values; activity score (negative = inhibition), % at 10 µM; 300,000 compounds, 0.038% hits; AID 2097;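 active means more than half of replicate wells score below -50%, meaning over 50% inhibition versus plate controls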;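 further: 0% = median DMSO wells and -100% = median GW8510 positive control wells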
Target sequence (P49841 whole entry, looked up): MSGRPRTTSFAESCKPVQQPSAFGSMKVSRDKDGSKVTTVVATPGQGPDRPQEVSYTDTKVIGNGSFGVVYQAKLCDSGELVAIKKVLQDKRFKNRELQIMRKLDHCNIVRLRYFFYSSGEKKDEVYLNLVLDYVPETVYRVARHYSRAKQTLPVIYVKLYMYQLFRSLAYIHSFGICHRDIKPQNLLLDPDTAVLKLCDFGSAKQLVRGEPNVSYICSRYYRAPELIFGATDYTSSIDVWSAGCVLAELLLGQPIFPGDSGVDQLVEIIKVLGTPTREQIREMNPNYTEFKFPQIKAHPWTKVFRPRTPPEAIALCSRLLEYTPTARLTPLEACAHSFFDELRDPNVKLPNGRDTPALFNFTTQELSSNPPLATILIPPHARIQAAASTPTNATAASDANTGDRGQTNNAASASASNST
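Assay system: GST-fused GSK3beta enzyme, cell-free / Medium: Tris pH 7.5 buffer with MgCl2, DTT, BSA, heparin / Also added: peptide substrate plus 25 µM ATP (final) / Compound: 10 µM single point / Timing: kinase reaction with compound 60 min at room temperature / Detection: ADP-Glo luminescence / Benchmarks: DMSO neutral wells and GW8510 at 20 µM as positive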
IEC-6 cytotox: IEC-6 cytotoxicity, counter-screen for KLF5 inhibitors | 290,000 compounds, 0.78% hits | inhibition, % at 5 µM | luminescence viability; in the data active means inhibition above about 22%;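 further: 0% = plate median of test compound wells and 100% = cytotoxic reference compound wells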
aSyn UTR inh: MLPCN primary screen, SNCA 5' untranslated region | alpha-synuclein 5'UTR reporter, inhibitor activity | inhibition, % (tested at 7.5 µM) | 300,000 compounds, 0.82% hits | AID 1813; in the data active means inhibition above about 60%;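 further: H4 neuroglioblastoma cells stably carrying SNCA 5'UTR luciferase fusion; 0% = DMSO wells and 100% = positive control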
HSF-1 act: increases HSF-1 driven luciferase reporter signal; NIH3T3-HGL HSF-1 luciferase reporter, MG132, 8 h; 100% = twice DMSO control signal; activation, % at 9 µM; 300,000 compounds, 1.7% hits;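 active means mean replicate activation of at least 50% with a set share of replicates each reaching 50%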;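 further: 0% = median of the neutral control wells and 100% = twice that signal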
GSK3 alpha inh: human GSK-3 alpha kinase inhibition; P49840; ADP-Glo luminescence, 60 min; inhibition, % at 10 µM; 320,000 compounds, 0.1% hits; AID 2650;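 in the data active means inhibition above about 50%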;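 further: GST-tagged GSK-3 alpha with peptide substrate and 25 µM ATP; 0% = DMSO neutral wells and 100% = GW8510 positive control wells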
Target sequence (P49840 whole entry, looked up): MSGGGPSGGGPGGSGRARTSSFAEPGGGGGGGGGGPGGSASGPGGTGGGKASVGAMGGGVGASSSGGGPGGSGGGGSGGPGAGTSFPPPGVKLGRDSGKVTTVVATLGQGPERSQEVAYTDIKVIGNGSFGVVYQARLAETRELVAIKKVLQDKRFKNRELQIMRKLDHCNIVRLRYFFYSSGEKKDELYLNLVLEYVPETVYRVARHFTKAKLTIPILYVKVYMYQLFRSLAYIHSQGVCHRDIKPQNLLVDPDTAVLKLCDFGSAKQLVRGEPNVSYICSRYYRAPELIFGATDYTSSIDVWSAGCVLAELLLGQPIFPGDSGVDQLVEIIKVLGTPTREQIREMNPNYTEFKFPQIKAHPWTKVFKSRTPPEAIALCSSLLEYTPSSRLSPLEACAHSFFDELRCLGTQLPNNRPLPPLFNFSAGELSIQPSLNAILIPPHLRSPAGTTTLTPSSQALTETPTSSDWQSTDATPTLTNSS
HIF activator: HIF pathway transcriptional activation. U2OS HRE-luciferase reporter, luminescence; normalized: DMSO 0%, desferrioxamine 100%. activation, % at 7.5 µM (by protocol). 300,000 compounds, 0.32% hits. AID 1910;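 active means mean activation of at least 10% of the iron chelator positive control signal, with at least half of replicates also reaching 10%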
KLF5 inh: inhibitors of KLF5 expression; DLD-1 KLF5 promoter-luciferase reporter, luminescence; inhibition, % at 5 µM; 290,000 compounds, 0.23% hits;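 active means inhibition above a per-plate limit of that plate's mean compound inhibition plus 3 SD, cut at about 60% in these data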;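 further: 0% = DMSO wells and 100% = LY294002 at 200 µM; higher means less KLF5 promoter-driven luciferase light; inactives centre near -14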
AI-2 QS modul: modulators of Vibrio harveyi AI-2 quorum sensing system; Vibrio harveyi JMH597 AI-2 luminescence/OD600 ratio, 9 h; hits give low values; strain lacks LuxN and CqsS sensors; 0 = neutral-control median; activity change, % at 7.5 µM; 300,000 compounds, 0.4% hits; in the data active means activity change below about -75%, passing the limit was not always enough;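 further: luminescence divided by OD600 gain over 9 h not by final OD600 alone; inactives centre near 13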
Numbers without * were called inactive; . = no result given.

SMILES	HSP90 inh	HSF1 inhib	GSK3beta inhib	IEC-6 cytotox	aSyn UTR inh	HSF-1 act	GSK3 alpha inh	HIF activator	KLF5 inh	AI-2 QS modul
COc1ccccc1-c1cn[nH]c1-c1ccc(OCc2ccc([N+](=O)[O-])cc2)cc1O	-4.8	17.2	0.1	-1.1	6.3	8.2	-1.6	-0.4	-15.1	9.8
O=C(/C=C/c1ccc(F)cc1)NC(Cc1c[nH]c2ccccc12)C(=O)O (stereo unspecified)	-1.8	-2.6	0.9	-1.9	19.4	-1.8	-1.6	0.2	11.5	6.8
NS(=O)(=O)c1cccc(NC(=O)CCS(=O)(=O)c2ccc(Cl)cc2)c1	-0.8	0.3	2.7	1.3	1.9	-3.2	1.6	-0.4	-19.4	19.5
Cc1ccc(NS(=O)(=O)c2ccc(-c3ccc(=O)[nH]n3)o2)cc1N(C)C	-3.7	-10.8	-9.5	-4.6	-29.5	-3.6	5.8	0.0	0.1	13.6
Cc1cc(=O)oc2cc(OC(C)C(=O)N3CCCc4ccccc43)ccc12 (stereo unspecified)	-0.7	-0.2	0.7	-4.5	10.7	5.8	1.8	0.0	-24.4	15.1
N#Cc1cc(-c2ccccc2)oc1/N=C/c1ccccc1O	2.9	-8.0	2.2	1.9	-10.6	1.6	-0.1	0.4	-37.5	25.6
COc1ccc(-c2noc(-c3ccccc3Cl)n2)cc1OC	-1.6	15.4	0.1	4.5	-180.2	22.6	-0.3	2.5	-76.5	31.8
CC1(C#CC[N+]2(C)CCCCC2)CCC2C(O1)c1ccccc1OC2(C)C (stereo unspecified)	-0.2	-2.8	-1.7	-1.5	-5.9	-2.7	-0.5	0.8	-9.7	28.8
CCn1c2ccccc2c2cc(NC(=O)CNCc3ccccc3OC)ccc21	0.9	1.4	-3.8	71.1*	-15.6	2.4	-1.1	1.8	50.7	16.1
Cc1ccc2c(C)c(C(=O)Nc3c(C)n(C)n(-c4ccccc4)c3=O)oc2c1	-0.4	-3.5	-3.3	1.6	-6.5	-4.3	-1.8	-0.2	-31.9	-6.4
CCOc1ccc(-c2c(C(=O)N/N=C/c3ccoc3)nnn2-c2nonc2N)cc1	-0.7	0.8	0.4	2.4	11.5	18.0	7.5	0.3	-21.6	14.5
COc1ccccc1NC(=O)C1Cc2ccccc2CN1C(=O)c1ccco1 (stereo unspecified)	0.9	0.8	2.9	3.8	10.1	-1.7	-2.2	-0.2	0.2	18.2
Oc1ccccc1C1=Nc2ccccc2N=C(c2ccco2)C1	-5.3	10.6	2.4	-1.1	-6.5	15.9	-2.5	0.0	-17.3	10.5
CC(=O)c1cc(F)c(N2CCN(C(=O)Cc3ccccc3)CC2)cc1C	-1.2	1.5	-2.4	-2.4	-0.1	11.7	4.2	-0.6	-23.9	17.3
CCOC(=S)SCC(=O)Nc1ncc(C)s1	1.6	13.0	3.7	0.0	-14.4	4.1	1.8	0.6	-52.5	32.9
CC(NC(=O)CCc1nnc(-c2ccc(-c3ccccc3)cc2)o1)c1nc2ccccc2[nH]1 (stereo unspecified)	-7.2	9.3	-0.8	1.5	47.4	23.3	-1.4	-5.6	-63.7	7.6
C=CCOc1ccc(/C=C2\C(=N)N3N=C(S(=O)(=O)CC)SC3=NC2=O)cc1OC	0.6	-10.8	0.4	-3.9	11.5	3.0	-2.5	0.0	-14.4	42.6
CC12c3ccccc3C(c3ccccc31)C1C(=O)N(c3ccncc3)C(=O)C12 (stereo unspecified)	1.2	-6.7	1.6	-4.3	-10.5	-3.8	-0.1	-0.6	9.3	0.2
Cc1cccc(C)c1Nc1nnc(SCC(=O)c2ccc(Br)s2)s1	2.4	2.0	2.1	4.9	12.9	3.1	-1.7	-2.4	22.5	23.5
Cc1ccc(NC(=O)c2ccc(OC(=S)N3CCOCC3)cc2)cc1	-0.5	15.9	-0.1	-7.1	-74.9	12.2	-3.5	2.9	-28.3	18.5
Cc1onc(-c2cccc(Cl)c2Cl)c1C(=O)O/N=C(\N)c1ccc([N+](=O)[O-])o1	33.5*	9.2	-2.1	1.7	-37.9	25.2	0.1	1.3	22.6	-29.1
CC(=O)Nc1nc2ccc(S(=O)(=O)N3CCCCC3)cc2s1	-2.8	5.1	0.8	4.9	19.0	1.2	0.7	-0.1	-32.4	19.3
S=C(NCc1ccccc1)NCc1ccccc1Cl	-2.1	.	-15.5	2.5	.	.	.	.	-32.1	10.1
O=C(NC1CCCCC1)C(c1ccncc1)N(C(=O)c1ccco1)c1ccc(F)cc1 (stereo unspecified)	-1.3	-4.3	1.7	4.4	-6.7	22.5	-2.6	-1.2	-10.2	-4.1
O=C(NCN1CCN(c2ccccn2)CC1)c1cnccn1	-1.1	0.4	-7.0	-3.4	10.6	2.2	-1.5	-0.2	-24.7	13.1
(more compounds)
SMILES	HSP90 inh	HSF1 inhib	GSK3beta inhib	IEC-6 cytotox	aSyn UTR inh	HSF-1 act	GSK3 alpha inh	HIF activator	KLF5 inh	AI-2 QS modul
CC(C)Cc1cc(CN2CCCC(CO)(Cc3cccc(Cl)c3)C2)[nH]n1 (stereo unspecified)	-10.3	2.5	-1.3	-1.8	0.7	-0.9	-1.0	-0.1	-18.3	14.4
COc1ccccc1NS(=O)(=O)c1ccc(C)c(C(=O)NCC(c2ccco2)N(C)C)c1 (stereo unspecified)	.	-0.7	-2.4	.	-10.2	-1.4	-3.7	-0.2	.	12.7
CC(C)[C@H](NC(=O)[C@H](Cc1ccccc1)n1c(=O)[nH]c2ccccc2c1=O)C(=O)N1CCC[C@@H]1C(=O)O	-4.1	-2.1	1.9	-0.2	16.7	0.0	-3.8	0.0	-19.1	5.6
CC1(C)Cc2c(cnn2-c2ccc(F)cc2)C(NC(=O)Cn2cncn2)C1 (stereo unspecified)	3.1	-2.3	2.8	0.3	5.4	2.1	0.8	0.0	-9.7	7.8
O=C(NCCC(=O)N1CCN(c2ncccn2)CC1)c1ccccc1	-1.0	-28.9	2.3	3.9	8.0	-44.4	-0.5	0.7	-2.0	16.2
Cc1cc(C)cc(-n2c(C)nc3cc(C(=O)O)ccc32)c1	-0.6	4.5	1.6	-1.7	-17.6	5.7	-1.8	-0.1	-24.6	29.8
COc1ccc(/C=N/NC(=O)COc2ccccc2-c2ccccc2)cc1	0.7	-27.4	-8.3	78.6*	69.6*	-20.5	0.2	0.2	64.7*	-2.0
Clc1cccc(-c2ccc(CNCc3ccccn3)o2)c1	4.7	22.7	-1.6	-1.8	-16.0	43.0	-3.9	2.5	-39.1	11.5
COCCNC(=O)c1cccc(OC2CCN(Cc3ccc(C(C)C)cc3)CC2)c1	2.8	-14.2	-1.4	4.4	-8.9	11.5	.	1.3	-30.8	-3.4
COC(=O)C1=C(C(=O)c2ccc(C)cc2)C(c2ccc(O)c(OC)c2)n2nnnc2N1 (stereo unspecified)	-3.6	-7.8	0.4	-3.4	14.7	-9.4	-3.1	-0.4	-35.2	40.2
c1ccc(Cn2nnnc2CN2CCCC2)cc1	1.4	4.4	3.8	6.9	18.5	5.2	0.8	-0.2	-8.1	8.1
Cc1ccc2c(C)[nH]c(=O)cc2c1	0.1	5.8	-2.7	-0.7	-20.4	-15.2	-0.7	0.2	-19.0	3.0
Cc1ccc(-n2ncc3c(NNC(=O)c4cccs4)ncnc32)cc1	-5.5	16.7	-2.5	1.6	-8.1	15.6	1.2	1.7	-49.7	9.0
O=C(Cc1n[nH]c(=O)c2ccccc12)NCc1ccc(Cl)cc1	-3.9	12.5	0.2	1.5	9.5	13.4	-1.7	0.2	-17.6	25.0
Cc1ccc(N2CCN(C(=O)c3nn(C)c4c3CS(=O)(=O)c3ccccc3-4)CC2C)cc1 (stereo unspecified)	-3.8	-3.2	-1.8	2.6	32.5	10.3	1.0	0.6	0.4	.
Cc1nc(COC(=O)c2cc(O)c3ccccc3c2O)cs1	2.4	1.0	0.1	-2.2	-0.3	1.0	.	-0.3	-14.5	13.8
O=C(C1CCC(CNc2nc(=S)[nH]c3ccccc23)CC1)N1CCN(c2ccc(F)cc2)CC1 (stereo unspecified)	-1.0	-5.9	-0.8	-1.1	31.4	6.0	.	-0.4	-60.6	-2.6
CCn1c(N2CCN(C(=S)Nc3ccc(OC)cc3)CC2)nc2ccccc21	1.0	0.9	4.0	1.0	13.8	25.4	-0.2	-0.2	10.6	41.5
COc1cc(OC)cc(C(=O)Nc2cccc(-c3ccc4nncn4n3)c2)c1	3.7	1.9	4.5	-0.3	14.2	2.8	-0.2	-0.3	-9.3	3.6
CCCSc1nc2ccccc2n1CC(=O)O	3.0	-1.7	4.4	-2.1	33.4	-6.5	0.0	-0.6	-9.1	17.9

One compound at a time, from the list above:
Cc1nc(COC(=O)c2cc(O)c3ccccc3c2O)cs1 is listed as HSP90 inh = 2.4; HSF1 inhib = 1.0; GSK3beta inhib = 0.1; IEC-6 cytotox = -2.2; aSyn UTR inh = -0.3; HSF-1 act = 1.0; GSK3 alpha inh = .; HIF activator = -0.3; KLF5 inh = -14.5; AI-2 QS modul = 13.8
CCCSc1nc2ccccc2n1CC(=O)O is listed as HSP90 inh = 3.0; HSF1 inhib = -1.7; GSK3beta inhib = 4.4; IEC-6 cytotox = -2.1; aSyn UTR inh = 33.4; HSF-1 act = -6.5; GSK3 alpha inh = 0.0; HIF activator = -0.6; KLF5 inh = -9.1; AI-2 QS modul = 17.9

Of the compounds above, 4 contain a COOH group.
SMILES	HSP90 inh	HSF1 inhib	GSK3beta inhib	IEC-6 cytotox	aSyn UTR inh	HSF-1 act	GSK3 alpha inh	HIF activator	KLF5 inh	AI-2 QS modul
O=C(/C=C/c1ccc(F)cc1)NC(Cc1c[nH]c2ccccc12)C(=O)O (stereo unspecified)	-1.8	-2.6	0.9	-1.9	19.4	-1.8	-1.6	0.2	11.5	6.8
CC(C)[C@H](NC(=O)[C@H](Cc1ccccc1)n1c(=O)[nH]c2ccccc2c1=O)C(=O)N1CCC[C@@H]1C(=O)O	-4.1	-2.1	1.9	-0.2	16.7	0.0	-3.8	0.0	-19.1	5.6
Cc1cc(C)cc(-n2c(C)nc3cc(C(=O)O)ccc32)c1	-0.6	4.5	1.6	-1.7	-17.6	5.7	-1.8	-0.1	-24.6	29.8
CCCSc1nc2ccccc2n1CC(=O)O	3.0	-1.7	4.4	-2.1	33.4	-6.5	0.0	-0.6	-9.1	17.9
